From PubChem
APOBEC3G inh = APOBEC3G (human) deaminase inhibition; Q9HC16; recombinant A3G, ssDNA deamination FAM/TAMRA fluorescence; inhibition, % at 20 µM; 330,000 compounds, 0.28% hits; AID 493012;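 active = inhibition of at least 40% at 20 µM, with no more than 30% in the related APOBEC3A deaminase screen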;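 note: plate controls were DMSO wells with A3G for no effect and wells lacking A3G enzyme for full effect; some compounds called inactive have numbers as strong as hits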
hIAP activ = human IAP activation; purified human IAP, CDP-Star luminescence, 30 min; hits give high values; 1 = vehicle-only enzyme, 0 = enzyme-free background; activation factor at 10 µM; 330,000 compounds, 0.16% hits; AID 2524;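 active = activation factor of the enzyme at least 2-fold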; note: the source names both 10 and 20 µM as test concentration; values of inactives mirror those of a sister screen read the other way
Target sequence (P09923 whole entry, looked up): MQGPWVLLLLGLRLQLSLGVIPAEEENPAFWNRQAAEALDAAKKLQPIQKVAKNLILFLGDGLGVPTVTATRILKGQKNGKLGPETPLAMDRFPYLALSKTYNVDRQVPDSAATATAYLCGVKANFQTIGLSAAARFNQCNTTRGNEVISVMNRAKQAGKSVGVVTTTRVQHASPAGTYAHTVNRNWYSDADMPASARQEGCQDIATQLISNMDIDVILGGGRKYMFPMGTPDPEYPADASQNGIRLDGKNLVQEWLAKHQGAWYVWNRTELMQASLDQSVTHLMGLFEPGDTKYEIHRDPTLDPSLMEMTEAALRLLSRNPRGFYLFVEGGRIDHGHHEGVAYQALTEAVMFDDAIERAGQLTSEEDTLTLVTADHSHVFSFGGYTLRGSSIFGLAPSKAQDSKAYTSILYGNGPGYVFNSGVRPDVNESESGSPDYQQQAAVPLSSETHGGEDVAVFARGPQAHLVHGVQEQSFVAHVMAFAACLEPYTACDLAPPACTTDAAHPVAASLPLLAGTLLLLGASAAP
mIAP activ = mouse IAP activation. muIAP, CDP-Star luminescence, 30 min; hits give high values; 1 = vehicle-only enzyme signal, 0 = enzyme-free wells. activation factor at 10 µM. 330,000 compounds, 0.24% hits. AID 2805;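 active = activation factor of at least 2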; note: the source names both 10 and 20 µM as test concentration; values of inactives mirror those of a sister screen read the other way
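System: mouse IAP enzyme. Reagent: CDP-Star chemiluminescent phosphatase substrate. Benchmarks: DMSO wells, no-enzyme wells. Times: 30 min enzyme-substrate-compound incubation at room temperature. Detection: luminescence from enzymatic CDP-Star hydrolysis. Doses: test compounds delivered from DMSO solution.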
APOBEC3A inh = inhibitors of human APOBEC3A DNA deaminase. P31941. recombinant A3A, FAM/TAMRA ssDNA deamination fluorescence. inhibition, % at 20 µM. 330,000 compounds, 0.41% hits;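 active = at least 40% inhibition at 20 µM here, with at most 30% in a related deaminase screen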;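 note: plate controls were A3A with DMSO for no effect and wells lacking A3A enzyme for full effect; some results filed as inactive read as strong as hits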
Target sequence (P31941 whole entry, looked up): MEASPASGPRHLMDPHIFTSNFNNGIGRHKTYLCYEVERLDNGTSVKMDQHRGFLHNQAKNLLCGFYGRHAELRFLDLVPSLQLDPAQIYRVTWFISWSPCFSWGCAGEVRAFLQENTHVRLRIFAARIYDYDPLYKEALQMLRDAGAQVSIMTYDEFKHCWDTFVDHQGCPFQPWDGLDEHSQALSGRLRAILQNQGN
MPTP inh = blocks calcium-induced mitochondrial swelling; inhibition, % at 10 µM; isolated mouse mitochondria, Ca2+ swelling absorbance, 30 min; 360,000 compounds, 1.4% hits; AID 602449;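 active = inhibition of 50% or more, scaled per plate between neutral and stimulator controls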;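 note: 0% = DMSO wells given calcium and 100% = 1 mM EGTA wells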
NR3A LBD binder = NR3A (human) ligand-binding domain modulation | Tm shift relative to glycine control, % at 25 µM | 340,000 compounds, 2.5% hits | NR3A LBD differential scanning fluorimetry, Tm shift; 0% = protein alone, 100% = glycine-bound protein;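 active = melting temperature shift of at least 10% of the positive control shift, at one fixed dose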
MIN6 prolif = induces beta-cell replication in MIN6 cells | MIN6 cells proliferation, ATPlite luminescence, 48 h; cells starved in 0.2% serum; 100% = growth in 10% serum | proliferation, % at 10 µM | 330,000 compounds, 0.29% hits | AID 2380;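 active = compounds whose signal lies at least 3.5 SD above the mean of all wells on their plate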;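 note: 0% = DMSO-treated cells in low-serum medium and 100% = 10% serum control; some compounds called inactive have numbers as strong as hits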
hIAP inh = human IAP inhibition; P09923; purified IAP, CDP-Star luminescence, 30 min; inhibition, % at 10 µM; 330,000 compounds, 0.12% hits;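 active = inhibition reaching a set limit with compound at 10 µM in the primary screen, cut at about 35% in these data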;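 note: plate controls were DMSO wells with enzyme for no effect and no-enzyme buffer wells for full effect; values of inactives mirror those of a sister screen read the other way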
mIAP block = blocks mouse intestinal alkaline phosphatase. 330,000 compounds, 0.2% hits. inhibition, % at 10 µM. AID 2806. purified mouse IAP, CDP-Star luminescence, 30 min;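 active = inhibition of at least 40% at 10 µM in the primary screen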;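 note: plate controls were DMSO with enzyme for no effect and no enzyme wells for full effect; values of inactives mirror those of a sister screen read the other way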
* marks the source's active call; other numbers are inactive results; x = no result given.

SMILES	APOBEC3G inh	hIAP activ	mIAP activ	APOBEC3A inh	MPTP inh	NR3A LBD binder	MIN6 prolif	hIAP inh	mIAP block
COc1ccc(CCNC(=O)CCS(=O)(=O)c2ccc3c(c2)CCN3C(C)=O)cc1OC	-2	1	0.88	-2	-2.0	0	0	0	12
Cn1c(N)c(C(=O)COC(=O)C2CCCC2)c(=O)n(C)c1=O	-7	1	1.1	-1	1.3	2	-4	-1	-6
Cc1cccc(N(C(=O)c2csnn2)C(C(=O)NC(C)(C)C)c2ccncc2)c1 (stereo not given)	-6	1.4	0.97	-3	-1.1	-1	-2	-37	3
COc1ccc(CCC(=O)Nc2nc3c(s2)CN(C)CC3)cc1OC	-2	0.91	0.87	-3	-0.7	-4	1	9	13
O=C(COC(=O)CCc1nc2ccccc2n1-c1ccccc1)Nc1cccc(Cl)c1	1	1	1.1	2	2.9	4	0	-1	-12
O=S(=O)(c1ccccc1)N1CCc2ccccc21	-6	1.1	1.1	-5	2.6	0	0	-6	-7
COCCCNC(=O)C[C@H]1C[C@H](C(=O)N(C(C)C)C(C)C)[C@@]2(C)c3[nH]c4cc(CCC(=O)N(C)C)ccc4c3CCN2C1=O	1	x	1.1	2	0.7	-1	x	x	-13
CCOC(=O)C1CCN(C(=O)COc2cccc3ccccc23)CC1	-3	0.99	1.1	2	2.2	-2	0	1	-12
COc1cc(/C=C(\C#N)C(=O)NC2CCCCC2C)ccc1OS(=O)(=O)c1ccc(C)cc1 (stereo not given)	-3	0.98	0.96	-4	5.4	1	-6	2	4
Cc1ccc(NC2CCCN(C(=O)CCn3nccc3C)C2)cc1C (stereo not given)	17	1	1.1	-2	1.7	2	0	0	-7
CC(C)CCN1C(Nc2ccccc2)=NC[C@@H]1Cc1ccccc1	-9	1	1.1	22	-0.9	0	-1	-1	-9
O=c1[nH]c2ccc(Cl)cc2c(O)c1Cc1ccccc1	-7	0.95	0.97	-6	-1.3	0	-2	5	3
COc1cc(CC(=O)NCc2ccc3c(c2)OCO3)cc(OC)c1OC	0	0.82	1	-1	-3.9	10	2	18	-2
CCNS(=O)(=O)c1ccc(-c2ccc(-n3cnnn3)cc2)cc1	-7	0.89	0.99	-1	-0.5	-2	0	12	1
CCOC(=O)c1nnn(-c2nonc2N)c1COc1ccccc1	-10	1	1	-2	2.4	0	0	-4	-2
O=S(=O)(NCC(c1ccc2c(c1)OCO2)N1CCOCC1)c1ccccc1 (stereo not given)	-6	1	1.1	-1	-2.9	-1	-1	-1	-7
CCC(Oc1ccccc1F)C(=O)NCCN1CCOCC1 (stereo not given)	-7	1.1	0.97	-2	0.0	-1	-5	-5	3
COc1ccccc1C(=O)NNC(=O)c1ccc(Cl)cc1	-2	1.1	1.1	2	-0.5	-1	-1	-13	-6
Cc1ccccc1OCc1nnc(SCC(=O)Nc2ccc(N3CCOCC3)cc2)n1C	-6	1.1	1.1	-5	0.0	-1	-2	-6	-6
CN1C(=O)CC(Sc2ncccc2C(=O)O)C1=O (stereo not given)	2	1.4	1	2	-0.4	0	-4	-39	-5
CC(C)CCN1CCN(Cc2ccoc2)CC1CCO (stereo not given)	-3	1.2	1.1	1	1.5	0	-4	-15	-9
CCc1cc(C=NC2CCCCC2)c(O)s1	0	0.98	1	2	-0.1	-3	-3	2	-1
Cc1ccc(N2C(=O)CSC2c2cccnc2)cc1F (stereo not given)	-2	1.1	0.94	-2	0.8	-1	-1	-11	6
O=C(O)c1sccc1Oc1ccc(NS(=O)(=O)c2ccc(Cl)cc2)cc1	-10	0.94	0.89	-3	0.5	0	2	6	11
O=C(C1CCC(CNc2c(N3CCOCC3)c(=O)c2=O)CC1)N1CCN(c2ccccc2)CC1 (stereo not given)	-4	0.98	0.99	-5	0.0	-1	-3	2	1
Cc1ccc(OCCNC(=O)/C=C/c2ccccc2)cc1	-7	0.96	0.98	2	2.5	-2	-2	4	2
Cc1ccccc1N=C1NC(=O)C(CO)(CO)S1	-2	0.94	0.98	-6	1.4	-1	-3	6	2
CCOc1cc(-c2nc(-c3ccc(OC)cc3)no2)cc(OCC)c1OCC	-3	0.93	1	-5	-7.5	0	0	7	-4
CCc1ccc([C@@H]2CC=C(C(=O)O)[C@H](c3ccc(Br)cc3)N2S(=O)(=O)c2ccc(C)cc2)cc1	-6	0.98	0.86	-6	-0.4	-2	-5	2	14
CN1CCN(C(=S)NC(CC(=O)c2ccccc2)c2ccccc2)CC1 (stereo not given)	-9	1.1	1	-3	-0.9	0	-2	-10	-2
COc1ccccc1OCCn1c(=O)sc2ccccc21	-6	0.99	1.1	-1	2.5	0	-2	1	-8
Cc1cc(C)n(C(=O)c2cc([N+](=O)[O-])cc([N+](=O)[O-])c2)n1	4	0.89	1	1	0.0	-1	0	11	0
CCOC(=O)Cc1csc(SCn2nnc3ccccc3c2=O)n1	-4	1	0.96	-3	-4.7	2	0	-3	4
O=C(CNC(=O)c1ccc(Br)o1)OCc1ccc(Br)cc1	-5	0.86	0.97	-1	-0.5	0	0	14	2
C=CCN(c1ccc(Cl)cc1)S(=O)(=O)c1cccc(C(=O)O)c1	-7	1.1	0.97	-3	-0.9	2	-2	-11	3
O=C(c1cccnc1)N1CCN(C(=O)c2ccco2)CC1	-6	0.91	1	-4	-1.8	2	-1	10	-4
CCN(C(=O)CN1CCN(c2cccc(Cl)c2)CC1)c1c(N)n(Cc2ccccc2)c(=O)[nH]c1=O	-4	1.1	1.2	-8	0.2	-2	-2	-14	-17
Cc1[nH]c(C)c(S(=O)(=O)NCCc2ccccc2)c1C(=O)N1CCCC1	2	1	1	0	-0.6	0	-2	-5	-2
COc1ccc(N2C(=O)CCC(C(=O)O)C2c2ccc(F)cc2)cc1 (stereo not given)	-2	1	0.96	1	-1.8	1	-1	-1	4
COc1ccc(Nc2nc(-c3ccccc3)nc3ccccc23)cc1S(=O)(=O)N1CCOCC1	-4	0.92	1	2	5.0	11*	-5	8	-3
CN(C)/N=C/c1c(O)ccc2ccccc12	-1	1.1	0.95	-2	-1.6	0	-1	-8	4
CC(=O)N1CCc2cc(S(=O)(=O)NC(CC(C)C)C(=O)N3CCc4ccccc4C3)ccc21 (stereo not given)	-14	0.98	0.98	-3	0.4	0	-1	2	2
O=C(COc1ccc(Cl)cc1Cl)Nc1ccccc1F	-8	0.81	1.1	-1	1.7	-1	-3	19	-7
Cc1ccc(C2C(C(=O)c3ccco3)=C(O)C(=O)N2c2nnc(C)s2)cc1 (stereo not given)	-4	0.87	1	-2	-0.1	1	1	13	0
CC(=O)c1ccc(NC(=O)C(C)Sc2n[nH]c(-c3cccnc3)n2)cc1 (stereo not given)	-8	1.2	0.94	-1	0.5	-1	2	-16	6
Cc1ccc(CCN2C(Nc3ccccc3)=NC[C@@H]2C)cc1	-3	0.91	1	-1	2.3	-2	10	9	-1
COc1ccccc1OCCn1c(SCC(=O)O)nc2ccccc21	-6	1.1	0.81	28	0.5	-1	0	-13	19
Cc1csc(NC(=O)CSc2nsc(SCC(=O)Nc3nc(C)cs3)c2C#N)n1	-5	0.89	0.93	2	-0.6	6	-7	12	7
COc1cccc(CC(=O)NCCCSc2ccccc2)c1	-6	1	0.99	-2	-0.6	-1	-1	-3	1
CC(C)(C)C(=O)COc1ccccc1[N+](=O)[O-]	-11	0.91	0.98	2	-3.3	-1	-6	9	2
C/C(CC(=O)Nc1cccc(F)c1)=N\NC(=O)c1ccncc1	0	1.4	0.94	-3	0.6	3	-3	-42	6
O=c1[nH]c2ccccc2nc1/C=C(\O)c1cccs1	-16	0.9	0.99	-7	-0.4	0	1	10	0
Cc1nc2ccc(NC(=O)c3ccc(=O)[nH]c3)cc2s1	5	0.97	1	32	-1.6	3	0	3	-1
Cc1ccc(SCC(=O)Nc2ccc(-c3nnc(-c4ccco4)o3)cc2)cc1	0	0.84	0.91	-1	-8.9	2	2	16	9
COc1cccc(-c2nc(CS(=O)(=O)CC(=O)NC3CCCc4ccccc43)c(C)o2)c1 (stereo not given)	-6	1	1.1	3	0.0	-4	-4	0	-14
COc1cc(NC(=O)CCCOc2ccc(Cl)cc2Cl)c(C(=O)O)cc1OC	3	0.97	0.95	5	2.9	-1	1	3	5
COc1cccc(C(=O)NCC(=O)OCC(=O)c2ccccc2)c1	1	1	0.91	0	-0.7	9	-1	-3	9
COc1ccc(C(=O)Nc2ccc(OCC(=O)N3CCOCC3)cc2)c(OC)c1OC	10	0.96	1	3	0.5	0	-2	4	-3
CCN(CC)c1cccc(OCC(=O)N2c3ccccc3CC2C)c1 (stereo not given)	-9	0.99	1.1	-7	-1.4	0	-3	1	-5
CC1CN(C2CC(C)(C)NC(C)(C)C2)CCC1=O (stereo not given)	0	1	0.99	-1	-0.3	-2	-4	0	1

Pulled by structure from the list above (four):
SMILES	APOBEC3G inh	hIAP activ	mIAP activ	APOBEC3A inh	MPTP inh	NR3A LBD binder	MIN6 prolif	hIAP inh	mIAP block
Cc1nc2ccc(NC(=O)c3ccc(=O)[nH]c3)cc2s1	5	0.97	1	32	-1.6	3	0	3	-1
COc1ccc(CCNC(=O)CCS(=O)(=O)c2ccc3c(c2)CCN3C(C)=O)cc1OC	-2	1	0.88	-2	-2.0	0	0	0	12
O=c1[nH]c2ccccc2nc1/C=C(\O)c1cccs1	-16	0.9	0.99	-7	-0.4	0	1	10	0
Cc1ccc(CCN2C(Nc3ccccc3)=NC[C@@H]2C)cc1	-3	0.91	1	-1	2.3	-2	10	9	-1

Next section:
SMILES	APOBEC3G inh	hIAP activ	mIAP activ	APOBEC3A inh	MPTP inh	NR3A LBD binder	MIN6 prolif	hIAP inh	mIAP block
CCOc1ccc(NC(=O)C2CC(=O)N(CCc3ccc(OC)c(OC)c3)C2)cc1OCC (stereo not given)	-5	0.92	1	0	-0.5	-3	1	8	-4
CCCCN1C(=O)C(=O)N(CC(=O)Nc2cc(Cl)ccc2OC)C1=O	-9	0.95	0.96	-4	0.1	-2	1	5	4
Cc1cccc([N+](=O)[O-])c1NC(=O)COC(=O)C1CC2CCCC(C1)C2=O (stereo not given)	-4	0.94	0.97	3	-1.5	-2	1	6	3
CC1(C)C(Cl)C(=O)C(C(=O)c2ccccc2)C(=O)C1Cl (stereo not given)	-9	1.2	0.82	-4	-1.9	-3	0	-21	18
CC(C)=CC1C=C(C)C(C)C2C(=O)NNC(=O)C12 (stereo not given)	-2	0.8	0.95	-3	0.2	1	-3	20	4
CCc1ccc(NC(=O)CS(=O)CC(=O)Nc2ccc(N3CCOCC3)cc2)cc1 (stereo not given)	13	0.99	0.97	20	-0.2	-4	-5	1	3
O=C1Nc2ccc([N+](=O)[O-])cc2OC1CCN1CCN(c2ccccc2)CC1 (stereo not given)	-4	0.85	0.98	0	-1.0	-4	-2	15	2
COc1ccc(/C=N/c2c(-c3ccco3)nc3ccccn23)cc1OC	-1	0.99	0.83	2	0.8	-2	0	1	17
CCOC(=O)c1nc(NCCc2ccccc2)sc1C	-3	0.95	0.98	5	1.7	-2	1	4	2
O=C(COC(=O)Cc1ccccc1F)NC(=O)NC1CCCC1	-7	1	1.1	-3	-1.9	2	4	-4	-11
Cc1cc(=O)[nH]c(SCc2nc3ccccc3n2Cc2ccccc2)n1	3	1.1	1	5	-1.3	-2	-1	-7	-4
CC(Oc1ccc2c3c(c(=O)oc2c1)CCCC3)C(=O)NCC1CCC(C(=O)O)CC1 (stereo not given)	-6	1.2	0.96	-6	2.0	-6	-1	-16	4
CCC(=O)Nc1ccc(NC(=O)c2c(C)nc3ccccn23)cc1	-6	0.96	1	-3	0.1	2	-1	4	-2
